All columns: NCI-60 one-dose screen, growth in % after 48 h at 10 µM unless noted; 100 = growth as untreated, 0 = no growth, -100 = all killed.
HL-60(TB) = HL-60(TB) leukemia cells. AID 1794776. actives 9% (n = 78,000); active = growth percent below 10
Active calls of the source: *; & = joins results of further samples. Some of the compounds tested; the hit share may differ from the screen's.

SMILES	HL-60(TB)
CN(C)c1ccc(/C=N\Nc2ccc([N+](=O)[O-])cn2)cc1	81
COc1ccc(-c2cc(-c3ccc(Br)s3)[nH]c(=O)c2C#N)cc1	103
O=c1[nH]cnc(O)c1[N+](=O)[O-]	97
N#C/C(=C\c1ccc(C#N)cc1)C(=O)c1ccccc1	93
COc1cc(-c2nccc3cc4c(cc23)OCO4)cc(OC)c1OC	9.7*
Cc1ccc(S(=O)(=O)N2CCC(=O)CC2)cc1	99
CCC(=O)O[C@]1(C(=O)CCl)[C@@H](C)CC2C3CCC4=CC(=O)C=C[C@]4(C)[C@@]3(F)[C@@H](O)C[C@@]21C (stereo partly drawn)	106
CC(=O)Nc1ccc(C(=O)/C=C/c2ccc(N(C)CCO)cc2)c(O)c1	93
CC(=O)OC1/C=C\CC/C=C\C1 (stereo not drawn)	101
C/C(=N\O)c1cccs1	48
CSc1ccc(C(=O)c2ccc(F)cc2)cc1	115
O=C(Nc1cccc(-c2cc(=O)c3ccccc3o2)c1)c1ccccc1	89
CCCCCCCCCCCCCCCCNC(=O)Nc1cc(Cl)ccc1Cl	113
COc1cc(-c2ccc(/C=N/NC(=O)c3[nH]c4ccc(Br)cc4c3-c3ccccc3)s2)cc(OC)c1OC	99
Cc1ccc(C(=O)C2C(c3ccccc3)N2C2CCCCC2)cc1 (stereo not drawn)	95&98
O=C1NC(=O)/C(=C/c2cccc(OCc3cc4ccccc4nc3Cl)c2)S1	51
CC(C)[O-].CC(C)[O-].CN(CCN(C)Cc1cc(F)cc(F)c1[O-])Cc1cc(F)cc(F)c1[O-].[Ti+4]	5.9*
CNC(=O)c1cc(Oc2ccc3nc(NC(=O)NCCCCN(C)C)sc3c2)ccn1	88
CCC1(C)NC(C)(C)CO1 (stereo not drawn)	99
O=C(Oc1ccc(Cl)cc1)Oc1ccc(Cl)cc1	86
O=C(O[C@@H]1Cc2c(O)cc(O)cc2O[C@@H]1c1cc(O)c2c(c1)OCO2)c1cc(O)c2c(c1)OCO2	94
O=C(O)c1ccc(-n2cc(CNc3ccc(F)c(F)c3)c(-c3ccc(F)cc3)n2)cc1	107
CC1=C(CCCOC(=O)NCCCl)C2=C(C)C3(CC3)[C@@](C)(O)C(=O)C2=C1	45
CCN(CC)CC(OC(=O)c1ccc(N)cc1)c1ccccc1 (stereo not drawn)	81
COc1ccc(-c2cnnn2-c2nonc2N)cc1	120
O=C(CN1CCn2c(nnc2C(F)(F)F)C1)Nc1nc2ccc(Cl)cc2s1	102
CCCCOc1nc2c(C)cccc2cc1C(c1c(O)c2ccccc2oc1=O)c1cn(Cc2ccccc2)c2ccccc12 (stereo not drawn)	99
COc1cc2oc(-c3cccc(NC(=O)[C@@H](NC(=O)[C@@H](NC(=O)OC(C)(C)C)C(C)C)C(C)C)c3)cc(=O)c2c(OC)c1OC	83
O=S(=O)(O)CCS	110
CC(C)C(=O)Nc1n[nH]c2cc(-c3cccc(NS(=O)(=O)C4CC4)c3)ccc12	64
CC1(C)CC(=O)C2(Cc3c(C(C)(C)C)nn(-c4ccccc4)c3N(Cc3ccc4c(c3)OCO4)C2)C(=O)C1	60
COc1cc(/C=C2\C(=O)Nc3ccccc32)ccc1OCc1ccccc1	110
c1cc(-c2nc(N3CCOCC3)c3c4c(sc3n2)CCCCCC4)ccn1	75
O=C(/C(=N/O)[n+]1ccccc1)c1ccccc1	110
Cc1ccc(C(C#N)c2ccc(N)cc2)cc1 (stereo not drawn)	99
COc1cc(-c2c(-c3ccccc3)c[nH]c2C(N)=O)c(OC)c2c1OCO2	92
NC(=S)c1cn(C2OC(CO)C(O)C2O)c2ncnc(N)c12 (stereo not drawn)	-73*
O=C(CC1(O)C(=O)N(Cc2ccccc2)c2ccc(Br)cc21)c1ccc(C(=O)NCC2CCC3(CC2)OOC2(CCCCC2)OO3)cc1 (stereo not drawn)	-57*
CN(C)CCC(C(=O)N(C)C)(c1ccccc1)c1ccccc1	96
C[n+]1ccccc1/C=C/c1ccc2cccc(O)c2n1	79
O=C(C(=O)N1CCCCC1)c1cn(CCCn2cc(C(=O)C(=O)N3CCCCC3)c3ccccc32)c2ccccc12	95
Cc1ccc2nc3sc(C(=O)Nc4ccc(C(=O)/C=C/c5ccccc5)cc4)cc3cc2c1	86
CC(O)CNC(C(=O)c1ccccc1)c1ccccc1 (stereo not drawn)	99
O=C(Nc1ccc(Br)cc1)Nc1cccc(Br)c1	5.5*
CCCCCCCCc1ccc(OCCOCC[N+](C)(C)CC)cc1 (tested in a mixture with another compound)	2.5*
CCN(CC)Cc1cc(C(C)(C)CC(C)(C)C)cc(C(C)(C)CC(C)(C)C)c1O	106
O=C(/C=C/c1ccccc1)N[C@@H](CO)Cc1ccc(O)cc1	104
Cc1ccc(Cc2c(O)n3c(nc4ccccc43)[nH]c2=O)cc1	100
COc1ccc2nc(NC(=O)c3cc(-c4ccc(OC)c(OC)c4)n4nc(-c5ccccc5)cc4n3)sc2c1	84
O=C(NCCCl)Nc1nccnc1OCc1ccc(Cl)cc1	99

Remaining list, next part
SMILES	HL-60(TB)
O=C(Nc1ccc(-n2ccc3c(NC(=O)c4ccccc4)nccc32)cc1)c1cccc(C(F)(F)F)c1	17
Cc1cc(C)n2c(SCc3nc4sc5c(c4c(=O)[nH]3)CCCC5)nnc2n1	112
CCOC(=O)CC1=CCc2c1ccc(OC)c2OC	91
CCCCS(=O)(=O)Cl	105
Nc1cccc(N)n1	68
Cc1ccc(O)c(NC(=O)Cc2ccc(Nc3ccnc(C(F)(F)F)c3)cc2)c1	16
O=C(CCl)Oc1ccccc1C(=O)O	104
CC1(C)C(=O)CC[C@H]2C1=CC[C@@H]1[C@@H]2CC[C@]2(C)[C@@H](O)CC[C@@H]12	84
O=C1OC(c2ccccc2)c2ccccc21 (stereo not drawn)	107
CC(C)(C)n1cc(-c2ccnc(NCCNS(=O)(=O)c3ccccc3)c2)c(-c2ccccc2)n1	58
O=S(=O)(Nc1ccc(Cl)cc1)c1ccc(-c2cnc(C3CC3)o2)cc1	-37*
CSc1nc(C)nc(C(C)C)c1C(=O)Nc1ccc(F)cc1	101
COc1cc(C(=O)O)cc(Cl)c1OC	96
COc1ccc(OC)c(NC(=O)C2=C(C)NC(C)=C(C(=O)Nc3cc(OC)ccc3OC)C2c2cccc([N+](=O)[O-])c2)c1	73
CC1CN1CC(O)C(O)CN1CC1C (stereo not drawn)	25
CC(=O)NC1C(Nc2ccc(S(=O)(=O)Nc3nc(C)cc(C)n3)cc2)OC(CO)C(O)C1O (stereo not drawn)	92
CN1CCN(C(=S)Nc2ccccc2)CC1	92
O=C(CO)C(O)C(O)C(O)C(O)CO (stereo not drawn)	102&101
O=[N+]([O-])c1ccc(N2CCN(Cc3ccccc3)CC2)c2c1no[n+]2[O-]	-33*
ClC(Cl)=C(Cl)C(Cl)=C(Cl)Cl	123
O=C1C(CCS(=O)c2ccccc2)C(=O)N(c2ccccc2)N1c1ccccc1 (stereo not drawn)	104
NS(=O)(=O)c1ccc(Nc2nc(-c3ccccn3)cs2)cc1	88
Cc1ccc(S(=O)(=O)N(C)CC(=O)NNC(=O)Cc2ccc3c(c2)OCCO3)cc1	122
COc1ccc(/C=C(\C#N)C(=O)Nc2cc(OC)nc(OC)n2)cc1	96
O=P(O)(O)OC1C(OP(=O)(O)O)C(OP(=O)(O)O)C(OP(=O)(O)O)C(OP(=O)(O)O)C1OP(=O)(O)O.[Cu+2] (stereo not drawn)	93
CC(=O)c1ccc(Cl)c(Cl)c1	104
C/C(Cc1ccc(Cl)cc1)=C(\c1ccc(OCCN2CCOCC2)cc1)c1ccc(OC(=O)c2ccccc2)cc1	79
COc1cc(/C=C2\CC/C(=C\c3ccc(OCCN4CCOCC4)c(OC)c3)C2=O)ccc1OCCN1CCOCC1	103
Cc1ccc(/C=C2/SC(=S)N(CC(=O)Nc3ncc(Cc4ccccc4)s3)C2=O)cc1	102
CCCCOP(=O)(OCCCC)C1(C)CC(=O)CC(C)(C)C1 (stereo not drawn)	76
O=C(Nc1ccc(Br)cc1)c1cc(Br)ccc1O	-60*
C[N+](C)(C)CCOc1ccccc1Cc1ccccc1	96
Cn1cc(C2=C(c3coc4ccc(F)cc34)C(=O)N(O)C2=O)c2cc(Br)ccc21	99
N/N=C(\Cc1ccccc1)NN=C(N)N	88
Cc1ccc(C(=O)NN2C(=O)CSC2c2ccccc2)cn1 (stereo not drawn)	101
Cc1sccc1-c1nnc(-c2c(-c3ccc(F)cc3)nc3ccccn23)o1	102
Cc1cc2c(c(C)c1Cl)C(=O)/C(=C/c1ccc([N+](=O)[O-])cc1)O2	97
COc1ccc2[nH]c(C)cc2c1C	80
O=S1(=O)CCCCO1	82
COc1ccc(NC(=O)CSc2nnc(-c3cc(-c4ccc(S(N)(=O)=O)cc4)nc4ccccc34)n2-c2ccccc2)cc1	65
O=c1[nH]c(N2CCOCC2)nc2c3c(sc12)CCCC3	103
CC1CCCc2c1nn(-c1cc(-c3ccccc3)no1)c2N (stereo not drawn)	67
Oc1c(Br)cccc1Br	88
N#CC(O)c1ccccc1 (stereo not drawn)	68
O=C1CC(c2ccsc2)C2=C(O1)C(=O)c1ccccc1C2=O (stereo not drawn)	99
COc1ccc(C(C)=O)cc1	70
Cc1nc2c(=O)[nH]c(N)nc2[nH]c1=O	96
c1cc2c3c(cccc3c1)NC(Cc1nc3ccccc3s1)=N2	98
COc1cccc(C(=O)Cn2c(C(C)=O)nc3ccccc32)c1	51
CC(C)(C)c1cc(C(=O)Nc2ccccc2C(=O)NCCCN=C(N)N)cc(C(C)(C)C)c1	46

Continued:
SMILES	HL-60(TB)
CN(C)CC(CN(C)C)C(=O)C1CC1	96
N#Cc1nc(-c2ccc(Cl)cc2)oc1S(=O)(=O)N1CCN(c2ccc(F)cc2)CC1	66
CCN(CC)CCNC(=O)c1c(C)[nH]c(/C=C2\C(=O)Nc3ccc(F)cc32)c1C	-23*
O=c1[nH]c2cc(Cl)ccc2n1C1CCN(CCCC(c2ccc(F)cc2)c2ccc(F)cc2)CC1	-71*
CCn1c(=O)cc(-n2nncc2COc2ccc(C=O)cc2)c2ccccc21	100
c1cncc(-c2nc3cnccn3c2NCCN2CCOCC2)c1	97
COc1ccc(NC(=O)Cc2nc3nc4sc(C)c(C)c4c(=O)n3[nH]2)cc1	109
Cc1ccccc1C1OC2=C(Nc3ccc(Cl)cc3N2)C1=O (stereo not drawn)	84
COc1ccc(Cl)c2ccc(/C=C3\SC(=S)N(CCc4ccc(O)cc4)C3=O)nc12	33
O=Cc1ccc(CO)o1	58
COc1cc(/C=N/NC(=O)CSc2nc3ccccc3c(=O)n2Cc2ccc(S(N)(=O)=O)cc2)cc(OC)c1OC	103
O=C(O)c1ccc(-c2nn(-c3ccc(C(F)(F)F)cc3)cc2/C=N/Nc2cccc(F)c2)cc1	82
O=C(Nc1cccc2c(OC(=O)C(Cl)Cl)c(N=Nc3ccc(S(=O)(=O)Nc4nccs4)cc3)cc(N=Nc3ccc(S(=O)(=O)Nc4nccs4)cc3)c12)C(Cl)Cl (tested in a mixture with another compound)	98&98
COc1ccc(C2NC(=O)NC(C)=C2C(=O)OC(C)C)cc1O (stereo not drawn)	96
O=C(/C=C/c1coc(-c2ccc(Cl)cc2)n1)c1ccc(F)cc1	84
Cc1c(C(=O)NC(Cc2ccccc2)C(O)C(=O)NC(C)C)[nH]c2ccccc2c1=O (stereo not drawn)	92
CN1C(=O)C(=Cc2ccc(O)cc2)C(=O)N(C)C1=O	106
Cc1c(C(=O)C(SC(=S)N2CCCCC2)SC(=S)N2CCCCC2)nnn1-c1ccc([N+](=O)[O-])cc1	91
Nc1ncnc2c1ncn2-c1ccccc1Cl	127
Cc1ccc(O)c([N+](=O)[O-])c1	93
COc1cc(C2SCC(=O)N2NC(=O)c2ccc(C)nc2)cc(OC)c1OC (stereo not drawn)	108
COc1ccc(S(=O)(=O)NC2c3ccccc3CC2O)cc1 (stereo not drawn)	116
C/C(Cc1ccc(Cl)cc1)=C(\c1ccc(OCCCN(C)C)cc1)c1ccc(OC(=O)c2ccccc2)cc1	101
Cc1ccc(S(=O)(=O)N(C)C)cc1N	105
CCOC(=O)c1cc(-c2nc3ccccc3s2)c(=O)n(NS(=O)(=O)c2ccccc2)c1N	99
C#CCNC(=O)c1ccc2ccc3ccc(C(=O)NCC#C)nc3c2n1	87
O=C(Nc1ccc(OCc2cccc(F)c2)c(Cl)c1)c1cccnc1	62
CNC1(C)C2CCC(C2)C1(C)C (stereo not drawn)	97
N#Cc1c(-c2ccccc2)cc(-c2ccccc2)n(CCCCCC(=O)NO)c1=O	96

Among those listed so far, these contain fluorine:
SMILES	HL-60(TB)
CCC(=O)O[C@]1(C(=O)CCl)[C@@H](C)CC2C3CCC4=CC(=O)C=C[C@]4(C)[C@@]3(F)[C@@H](O)C[C@@]21C (stereo partly drawn)	106
CSc1ccc(C(=O)c2ccc(F)cc2)cc1	115
CC(C)[O-].CC(C)[O-].CN(CCN(C)Cc1cc(F)cc(F)c1[O-])Cc1cc(F)cc(F)c1[O-].[Ti+4]	5.9*
O=C(O)c1ccc(-n2cc(CNc3ccc(F)c(F)c3)c(-c3ccc(F)cc3)n2)cc1	107
O=C(CN1CCn2c(nnc2C(F)(F)F)C1)Nc1nc2ccc(Cl)cc2s1	102
O=C(Nc1ccc(-n2ccc3c(NC(=O)c4ccccc4)nccc32)cc1)c1cccc(C(F)(F)F)c1	17
Cc1ccc(O)c(NC(=O)Cc2ccc(Nc3ccnc(C(F)(F)F)c3)cc2)c1	16
CSc1nc(C)nc(C(C)C)c1C(=O)Nc1ccc(F)cc1	101
Cn1cc(C2=C(c3coc4ccc(F)cc34)C(=O)N(O)C2=O)c2cc(Br)ccc21	99
Cc1sccc1-c1nnc(-c2c(-c3ccc(F)cc3)nc3ccccn23)o1	102
N#Cc1nc(-c2ccc(Cl)cc2)oc1S(=O)(=O)N1CCN(c2ccc(F)cc2)CC1	66
CCN(CC)CCNC(=O)c1c(C)[nH]c(/C=C2\C(=O)Nc3ccc(F)cc32)c1C	-23*
O=c1[nH]c2cc(Cl)ccc2n1C1CCN(CCCC(c2ccc(F)cc2)c2ccc(F)cc2)CC1	-71*
O=C(O)c1ccc(-c2nn(-c3ccc(C(F)(F)F)cc3)cc2/C=N/Nc2cccc(F)c2)cc1	82
O=C(/C=C/c1coc(-c2ccc(Cl)cc2)n1)c1ccc(F)cc1	84
O=C(Nc1ccc(OCc2cccc(F)c2)c(Cl)c1)c1cccnc1	62

Screening results deposited in PubChem by NCI.
